Shiga inhibitor – blocks Shiga toxin action in Vero cells; Vero cells, Shiga toxin protein synthesis inhibition reporter; inhibition, % at 38.7 µM; 9.2% of 290,000 active; in the data active = inhibition mostly above about 28%, no sharp cut-off; inactive = mostly below about 43%; note: 0% is about no effect
AmpC no deterg – blocks E. coli AmpC beta-lactamase in detergent-free assay. AmpC nitrocefin hydrolysis, absorbance 480 nm, 0.0001% Triton. Potency, µM (doses to about 57.1 µM), for the others: top-dose activity change, negative = inhibition, hits mostly inhibitors. 0.52% of 330,000 active;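 note: potency is the fitted concentration of half-maximal effect; plate controls were no compound for no effect and no enzyme for full effect; nearly all actives have a fitted effect of over 20% in size; some results filed as inactive show a strong effect at the top dose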
Target sequence (P00811 whole entry, looked up): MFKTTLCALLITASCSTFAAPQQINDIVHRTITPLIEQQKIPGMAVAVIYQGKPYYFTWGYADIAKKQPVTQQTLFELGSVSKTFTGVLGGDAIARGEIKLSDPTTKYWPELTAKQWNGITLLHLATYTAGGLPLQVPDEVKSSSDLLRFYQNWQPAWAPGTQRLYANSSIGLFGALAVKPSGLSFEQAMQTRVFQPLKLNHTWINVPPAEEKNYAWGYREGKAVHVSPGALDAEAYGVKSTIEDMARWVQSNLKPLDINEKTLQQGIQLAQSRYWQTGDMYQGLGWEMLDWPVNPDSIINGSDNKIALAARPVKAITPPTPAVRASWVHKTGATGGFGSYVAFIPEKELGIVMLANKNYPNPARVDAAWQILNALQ
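20 mM phosphate pH 7.0 + 0.01% (detergent screen) or 0.0001% Triton X-100; 5.3 nM AmpC reagent; cpd preinc 15 min RT; nitrocefin (800 uM stock) to start; A480 q20 s × 4 min; Activity was normalised to no-enzyme and no-compound control wells.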
TbPYK inhibitor – inhibitors of Trypanosoma brucei pyruvate kinase; TbPYK enzyme, Kinase-Glo Plus ATP luminescence, 45 min; Potency, µM (titrated, usually from 76.8 µM), for inactives: at the top dose activity, negative = inhibition, hits mostly inhibitors; 0.12% of 410,000 active; AID 624173; note: potency is the fitted concentration of half-maximal effect; % is set by controls: 0 for no effect and ±100 for the full control effect; nearly all actives have a fitted effect of over 50% in size
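Activity of T. brucei pyruvate kinase was followed by Kinase-Glo Plus luminescence after the enzyme reacted 45 min at room temperature with 130 uM ADP (final) and substrate. Test compounds were added before ADP at multiple concentrations.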
Pf growth 96h – inhibits malaria parasite growth, 96 h. P. falciparum luciferase reporter growth, 96 h. Potency, µM (series often up to 28.7 µM), for inactives: at the top dose activity change, negative = inhibition, hits mostly inhibitors. 6.9% of 320,000 active; note: potency is the fitted concentration of half-maximal effect; % is set by controls: 0 for no effect and ±100 for the full control effect
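Erythrocytes infected with luciferase-expressing P. falciparum were dispensed at 2% hematocrit and 0.05% parasitemia (final), then incubated with compounds 96 hours at 37 C in 5% CO2. Luminescence after detection reagent addition reported growth.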
Cycloheximide cs – counter-screen hit for Shiga toxin inhibitors, cycloheximide | cell reporter, cycloheximide protein synthesis inhibition counterscreen | max response, % | 12% of 300,000 active; in the data active = max response mostly above about 13%, no sharp cut-off; inactive = mostly below about 14%; note: read at 38.3 µM for the half of the compounds with a filed dose; 0% is about no effect
LmPK inhibitor – inhibitors of Leishmania mexicana pyruvate kinase; Q27686; purified LmPK, Kinase-Glo ATP luminescence, 1 h; Potency, µM (top dose mostly 57.5 µM), for the others: top-dose activity change, negative = inhibition, most hits filed as inhibitors; 0.37% of 290,000 active; AID 1721; note: potency is the fitted concentration of half-maximal effect; % is set by controls: 0 for no effect and ±100 for the full control effect
Target sequence (Q27686 whole entry, looked up): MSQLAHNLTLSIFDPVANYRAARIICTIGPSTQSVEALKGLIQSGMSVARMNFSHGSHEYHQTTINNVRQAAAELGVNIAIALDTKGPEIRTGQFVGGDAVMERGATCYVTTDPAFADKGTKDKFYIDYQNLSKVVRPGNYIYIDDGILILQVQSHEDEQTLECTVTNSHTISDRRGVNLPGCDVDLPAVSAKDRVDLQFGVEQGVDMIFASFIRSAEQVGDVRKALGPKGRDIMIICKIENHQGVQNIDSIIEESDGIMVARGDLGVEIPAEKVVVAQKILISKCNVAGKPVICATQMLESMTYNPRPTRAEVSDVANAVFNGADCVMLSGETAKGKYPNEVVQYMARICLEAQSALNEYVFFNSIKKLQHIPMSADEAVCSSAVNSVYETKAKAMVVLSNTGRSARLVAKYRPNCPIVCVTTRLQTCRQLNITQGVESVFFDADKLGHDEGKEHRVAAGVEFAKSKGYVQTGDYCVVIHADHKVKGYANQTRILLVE
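Pyruvate kinase activity monitored as ATP production (luciferase luminescence). Conditions: 0.1 nM enzyme, 0.5 mM PEP, 0.1 mM ADP, 1 h, RT; normalized against uninhibited and no-enzyme wells.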
Pf growth 48h – inhibits P. falciparum growth in the first generation, 48 h | P. falciparum luciferase growth in erythrocytes, 48 h | Potency, µM (highest dose often 28.7 µM), inactives show at the highest dose activity change, negative = inhibition, usual class: inhibitors | 5.9% of 310,000 active | AID 504832; note: potency is the fitted concentration of half-maximal effect; % is set by controls: 0 for no effect and ±100 for the full control effect
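Firefly luciferase activity from engineered P. falciparum reports growth; inhibitors lower the luminescent signal. Cultures contained 2% hematocrit erythrocytes at 0.1% final parasitemia.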
* hit, by the source's call; ? = inconclusive; . = not tested or not shown; & = joins results of further samples; [ ] = another dose, or the depositor's remark. Unless noted, calls come from the whole dose curve; as a rule, active = well fitted curve in the direction sought with a large enough effect; inconclusive = small, poorly fitted or top-dose-only effect, or another doubt; inactive = no such curve, though single readings can be large; an effect the other way counts as inactive or inconclusive.

SMILES	Shiga inhibitor	AmpC no deterg	TbPYK inhibitor	Pf growth 96h	Cycloheximide cs	LmPK inhibitor	Pf growth 48h
COc1ccc(-n2ccnc2SCC(=O)NCc2ccc3c(c2)OCO3)cc1	21.2	-2.9%	-10.5%	19.2%	-4.4	1.8%	1.0%
Cc1cc(C(=O)N(NC(=O)C(C)C)c2ccccc2)cs1	19.1	2.9%	-1.1%	8.28µM*	-1.3	4.8%	-12.3%
Cc1nc2scc(-c3cccs3)c2c(=O)[nH]1	2.4	-17.8%	-3.8%	.	-2.5	0.0%	7.2%
CN(CCOc1ccc(Cl)cc1)CC(=O)Nc1ccc(OC(F)F)cc1	0.8	38.1%	5.5%	1.6%	-4.3	-0.6%	27.3%
O=C(Nc1ccccc1C(=O)N1CCCCC1)c1cccc(S(=O)(=O)N2CCOCC2)c1	-8.5	24.4%	-9.3%	35.1%[activator]	1.8	-2.5%	-15.2%
COn1c(=S)[nH]c2ccccc2c1=O	-1.6	-13.5%	-2.8%	35.5%[activator]	2.0	-0.4%	33.9%
CC(=O)c1cc(C(C)=O)c(C)[n+](C)c1C	5.7	-0.3%	28.5%	24.2%	1.1	2.5%	10.4µM*
COc1cc(OC)cc(-c2nc(-c3ccccc3OC)no2)c1	31.2	-1.4%	-12.7%	9.2%	4.5	-0.3%	27.4%
Cc1cc(C)cc(NC(=O)N2CCCN(c3c(Cl)cncc3Cl)CC2)c1	0.6	-37.1%	-5.5%	?	-2.3	0.2%	?
O=c1[nH]c(SCc2ccccc2)nc2[nH]ncc12	27.6*	-9.2%	0.0%	-26.4%	13.2	-4.6%	10.9%
O=C(Nc1nnc(-c2ccc3c(c2)CCCC3)o1)c1c(F)cccc1F	76.0*	-33.7%	-4.7%	189.3%[activator]	25.8	-12.9%	114.5%[activator]
COc1ccccc1C1N(c2cc(Cl)ccc2OC)C(=O)C2CCCN21 (stereo not drawn)	-4.2	6.5%	-3.4%	-7.5%	-3.3	-1.6%	.
CSCCC(NC(=O)c1ccc(Cl)cc1Cl)C(=O)NNC(=O)c1ccncc1 (stereo not drawn)	.	-23.2%	-3.8%	6.6%	.	.	-1.6%
CCOC(=O)c1cnc2c(c(C)nn2C)c1Oc1cc(Cl)cc(Cl)c1	21.6	-16.9%	-2.5%	?	-1.1	3.2%	?
N#C/C(=C\c1ccc(OCc2cccc(C(=O)O)c2)cc1)C(=O)NCc1ccco1	101.2*	-30.0%	5.1%	319.0%[activator]	51.7*	0.2%	185.5%[activator]
COc1ccc(Cl)c2sc(N(Cc3cccnc3)C(C)=O)nc12	-2.7	5.3%	1.8%	?	-11.6	-10.0%	-4.5%
O=C1NC(=O)C(=Cc2ccc(-c3ccccc3[N+](=O)[O-])o2)C(=O)N1	3.5	-1.1%	15.8µM*	64.8%[activator]	0.4	-17.8%	-0.7%
CCOc1ccc2nc(COC(=O)c3cccc([N+](=O)[O-])c3)c(C(C)=O)[n+]([O-])c2c1	2.5	-9.1%	5.9%	-13.1%	-1.4	1.3%	-1.0%
CCOc1ccc(S(=O)(=O)N2CCC(C(=O)NCCc3ccc(OC)c(OC)c3)CC2)cc1	-4.4	78.7%[activator]	2.0%	?	-2.7	-1.3%	?
Cn1c(=O)c2c(ncn2CC(=O)N2CCCc3ccccc32)n(C)c1=O	-4.1	3.2%	-4.9%	171.2%[activator]	3.5	0.0%	36.7%[activator]
O=C1c2nccnc2C(=O)N1c1ccc(C(F)(F)F)cc1	-3.8	-12.5%	0.7%	68.5%[activator]	-2.8	2.7%	18.6%
CCOC(=O)c1ccc(NC(=O)CCNc2c(N3CCCC3)c(=O)c2=O)cc1	15.2	-25.9%	2.7%	-28.2%	-1.0	-8.2%	12.7%
c1ccc(-n2nnnc2SCc2cn3cccnc3n2)cc1	-3.9	-12.7%	-5.2%	?	2.5	-0.3%	-10.2%
CCOC(=O)N1CCN(c2c(NCc3ccccn3)c(=O)c2=O)CC1	-10.3	-11.0%	-1.1%	?	-6.0	-0.2%	.
COc1ccccc1-c1c(C)nn2c(N3CCC(C)CC3)cc(C)nc12	-5.7	-11.2%	-1.1%	?	-0.7	2.8%	?
O=S(=O)(c1cnc(Cl)c(Cl)c1)N1CCN(c2ncccn2)CC1	-17.3	-14.0%	0.2%	?	-2.2	7.2%	-24.0%
COc1ccc2nc3c(cc2c1)c(NC(=O)CC(C)C)nn3CC(C)C	-4.3	-16.4%	-10.0%	?	-0.9	0.3%	5.22µM*
CCOC(=O)Cn1nc(-c2ccc(F)cc2)cc(Cc2ccccc2)c1=O	22.2	39.3%	-4.8%	?	-2.4	4.1%	?
C=CCSc1nc2c(c(=O)[nH]c(=O)n2C)n1C(C)C	3.6	-16.2%	-16.3%	.	-0.1	0.8%	-4.4%
CCSc1nc(-c2ccccc2)c(C#N)c(=O)[nH]1	-2.9	2.24µM*	0.4%	84.0%[activator]	2.9	0.4%	11.6%
COc1ccc2[nH]cc(CCNC(=O)Nc3ccccc3)c2c1	1.8	-21.9%	4.4%&-1.8%	-19.7%	0.8	3.0%	15.0%
COc1ccc(S(=O)(=O)NCC(=O)O)cc1C(=O)NC1CCCCC1	24.6	-11.9%	1.6%	8.5%	1.7	-0.2%	20.3%
Cc1cccc(CSc2ncccc2C(=O)O)c1	12.2	-18.7%	0.0%&0.5%	-24.8%	-1.6	-5.4%	5.1%
CC(=O)N[C@@H](C)c1nc2ccccc2n1CCNC(=O)[C@H]1CCCN1c1nc(CN2CCCCC2)cs1	-3.1	69.2%[activator]	.	52.8%[activator]	3.9	-1.8%	39.0%[activator]
COc1ccc(C2CC(=O)N3CN(Cc4ccco4)CSC3=C2C#N)cc1 (stereo not drawn)	31.2	-34.2%	?	?	2.6	-0.6%	66.0%[activator]
Cc1ccc([N+](=O)[O-])cc1S(=O)(=O)N1CCCCC1C(=O)O (stereo not drawn)	-12.1	-9.9%	1.0%	21.6%[5.75 µM]	-3.3	0.7%	-13.1%
O=C(NCCCNC(=O)c1cnccn1)c1cccc(F)c1	-2.2	97.2%[activator]	-6.4%	?	-4.7	-1.0%	20.2%
CCOC(=O)Cc1csc(NC(=O)CN(C)S(=O)(=O)c2cccc3cccnc23)n1	-15.0	-8.3%	-8.9%	?	-4.9	4.3%	.
CCn1c(=S)sc2c(=O)n(CC(=O)Nc3ccc(C(C)=O)cc3)c(C)nc21	17.3	-27.6%	3.0%	13.9%	-4.9	0.9%	33.2%[activator]
Cn1nc(C(=O)NCCCN2CCCCC2)c2c1-c1ccccc1S(=O)(=O)C2	-13.6	-10.2%	1.0%	17.7%	-5.7	-4.8%	10.9%
Cc1ccc(OCc2cc(C(=O)NCc3ccc(OC(F)(F)F)cc3)no2)cn1	11.3	27.7%	1.8%	-8.1%	9.8	-1.0%	-5.6%
CCCN1CNc2c(c(=O)[nH]c(=S)n2CCc2ccc(OC)c(OC)c2)C1	-2.2	-17.2%	-3.0%	39.9%[activator]	-7.9	0.0%	-18.0%
COc1ccc(Nc2c(-c3ccc(OC)cc3)nc3cnccn23)cc1	-7.2	13.1%	-3.3%	35.8%[activator]	2.8	-0.3%	?
Fc1cccc2sc(N3CCCC3)nc12	89.1*	8.2%	-6.4%	64.3%[activator]	43.0*	-19.5%	92.3%[activator]
CN(C)S(=O)(=O)c1ccc(Cl)c(C(=O)Nc2nc3ccccc3[nH]2)c1	19.8	-38.7%	0.5%	?	11.8	6.6%	-15.2%

Some entries already given, limited to LmPK inhibitor, AmpC no deterg and Pf growth 96h.
smiles | LmPK inhibitor | AmpC no deterg | Pf growth 96h
O=C(Nc1nnc(-c2ccc3c(c2)CCCC3)o1)c1c(F)cccc1F | -12.9% | -33.7% | 189.3%[activator]
COc1ccccc1C1N(c2cc(Cl)ccc2OC)C(=O)C2CCCN21 (stereo not drawn) | -1.6% | 6.5% | -7.5%
CSCCC(NC(=O)c1ccc(Cl)cc1Cl)C(=O)NNC(=O)c1ccncc1 (stereo not drawn) | . | -23.2% | 6.6%

Fetched one by one from the entries so far, two records:
SMILES	Shiga inhibitor	AmpC no deterg	TbPYK inhibitor	Pf growth 96h	Cycloheximide cs	LmPK inhibitor	Pf growth 48h
COc1ccc(C2CC(=O)N3CN(Cc4ccco4)CSC3=C2C#N)cc1 (stereo not drawn)	31.2	-34.2%	?	?	2.6	-0.6%	66.0%[activator]
COc1ccc(Nc2c(-c3ccc(OC)cc3)nc3cnccn23)cc1	-7.2	13.1%	-3.3%	35.8%[activator]	2.8	-0.3%	?

The list goes on:
SMILES	Shiga inhibitor	AmpC no deterg	TbPYK inhibitor	Pf growth 96h	Cycloheximide cs	LmPK inhibitor	Pf growth 48h
COc1ccc(NC(=O)CS(=O)(=O)c2cn(CC(=O)N(C(C)C)C(C)C)c3ccccc23)c(OC)c1	-6.4	-11.5%	-13.5%	?	-0.6	5.5%	?
O=C(NCc1cccs1)c1noc2c1CCCCC2	53.7*	-18.5%	-0.2%	?	23.0*	-9.8%	111.0%[activator]
CCOC(=O)C1(Cc2ccccc2C(F)(F)F)CCN(Cc2ccon2)CC1	6.4	85.6%[activator]	2.3%	1.2%	-1.0	4.1%	?
COc1cccc(C2Nc3ccccc3C(=O)N2O)c1O (stereo not drawn)	40.5	-20.7%	-10.2%	14.7%	2.9	-0.5%	26.8%
C#CCOCCOCCOCCNc1nc(N2CCN(C(=O)[C@H]([C@@H](C)CC)n3cc([C@@H](N)CC(C)C)nn3)CC2)nc(N2CCN(C(=O)[C@H](CCCCN)n3cc([C@@H](N)C(C)CC)nn3)CC2)n1 (stereo partly drawn)	-7.7	170.2%[activator]	-1.4%	3.5%	-2.5	1.1%	1.0%
CC1(C)Cc2nc(-c3ccccc3)nc(SCC(=O)N3CCOCC3)c2CO1	0.2	0.2%	-2.2%	?	-2.8	-7.9%	-8.5%
COc1cccc2c1[C@@H]1CN(CCCCn3c(=O)[nH]c4c(sc5ncc(-c6ccccc6)nc54)c3=O)C[C@@H]1CO2	.	177.6%[activator]	1.0%&37.1%	?	.	.	?
COc1ccc(NC2CCCN(C(=O)c3ccc(OC)o3)C2)cc1 (stereo not drawn)	-25.8	14.5%	-8.4%	?	10.6	-13.1%	2.0%
O=C(CN1CCOCC1)Nc1ccc(Br)cn1	-16.0	-14.5%	0.1%	.	2.9	-0.9%	3.6%
OC(COCc1ccco1)CN1CCN(C(c2ccccc2)c2ccccc2)CC1 (stereo not drawn)	-2.6	68.8%[activator]	-7.5%	6.57µM*	-4.1	0.7%	10.4µM*
COc1ccccc1N1CCN(C2CCCN(C(=O)c3cccc(-c4ccco4)c3)C2)CC1 (stereo not drawn)	-5.2	153.1%[activator]	2.1%	-6.6%	-1.7	-1.9%	?
OCCC1CN(Cc2ccon2)CCN1CCc1ccccc1 (stereo not drawn)	10.4	-5.8%	-7.1%	13.1µM*	9.8	-7.8%	0.0%
O=C(Nc1cc(Cl)ccc1Cl)c1noc2c1CCCC2	-1.6	-16.0%	-6.7%	8.1%	1.5	0.3%	20.6%
Cc1ccnc(SCC(=O)NC2CCCCCC2)n1	11.7	-11.5%	-0.9%	11.0%	11.6	0.0%	19.5%
Nc1ccc(SCc2nc3cccc4c3n2CCC4)cc1	55.2*	-15.9%	-4.6%	46.3%[activator]	25.1*	0.8%	38.2%[activator]
CC(NC(=O)COC(=O)c1ccc(Br)o1)c1ccccc1 (stereo not drawn)	.	-24.4%	2.0%	36.7%[activator]	.	.	6.6%

Compound activity deposited in PubChem by National Center for Advancing Translational Sciences (NCATS).
